Screening results: PubChem BioAssay, several laboratories
FLuc act counter: affects firefly luciferase, flagging false hits in luciferase stimulation screens. 200,000 tested, under 10 active. activation factor at 10 µM. P08659. ATPlite luciferase biochemical, luminescence, 10 min; 0 = ATP-free wells, 1 = DMSO control;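 active = luciferase activation factor, scaled between plate controls, of at least 2 with compound at 10 µM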
Target sequence (P08659 whole entry, looked up): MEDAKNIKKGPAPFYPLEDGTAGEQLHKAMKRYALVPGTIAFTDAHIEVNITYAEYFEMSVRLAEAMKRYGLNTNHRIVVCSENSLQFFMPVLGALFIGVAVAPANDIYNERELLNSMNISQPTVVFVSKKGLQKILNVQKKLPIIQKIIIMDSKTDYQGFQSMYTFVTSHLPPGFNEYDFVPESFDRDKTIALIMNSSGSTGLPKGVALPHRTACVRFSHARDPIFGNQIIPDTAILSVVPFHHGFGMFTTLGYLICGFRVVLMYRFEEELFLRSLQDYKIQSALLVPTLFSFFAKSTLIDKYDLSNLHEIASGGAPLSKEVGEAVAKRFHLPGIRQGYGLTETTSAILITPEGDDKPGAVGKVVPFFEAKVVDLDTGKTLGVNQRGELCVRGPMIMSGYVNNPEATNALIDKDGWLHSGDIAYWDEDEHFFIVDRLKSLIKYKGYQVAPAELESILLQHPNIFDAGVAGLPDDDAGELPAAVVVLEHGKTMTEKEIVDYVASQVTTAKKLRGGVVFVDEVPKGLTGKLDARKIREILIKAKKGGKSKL
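Material: Luciferase/luciferin reagent mix; Doses: test compounds dosed from 2 mM stocks in 100% DMSO; Schedule: 10 min incubation after luciferase reagent addition, room temperature; Measured by: luminescence from luciferase reaction; Read-out: luminescence gain marking luciferase activators.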
TNAP inh hiacc: TNAP (human) inhibition, high acceptor; purified TNAP, CDP-star luminescence, 1 M DEA; inhibition, % at 20 µM; 0.03% of 200,000 active; AID 1135;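 active = over 50% inhibition of tissue-nonspecific alkaline phosphatase at 20 µM in the single-dose screen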;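 also: plate controls were DMSO wells for no effect and EDTA-quenched wells as full inhibition for full effect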
Target sequence (P05186 whole entry, looked up): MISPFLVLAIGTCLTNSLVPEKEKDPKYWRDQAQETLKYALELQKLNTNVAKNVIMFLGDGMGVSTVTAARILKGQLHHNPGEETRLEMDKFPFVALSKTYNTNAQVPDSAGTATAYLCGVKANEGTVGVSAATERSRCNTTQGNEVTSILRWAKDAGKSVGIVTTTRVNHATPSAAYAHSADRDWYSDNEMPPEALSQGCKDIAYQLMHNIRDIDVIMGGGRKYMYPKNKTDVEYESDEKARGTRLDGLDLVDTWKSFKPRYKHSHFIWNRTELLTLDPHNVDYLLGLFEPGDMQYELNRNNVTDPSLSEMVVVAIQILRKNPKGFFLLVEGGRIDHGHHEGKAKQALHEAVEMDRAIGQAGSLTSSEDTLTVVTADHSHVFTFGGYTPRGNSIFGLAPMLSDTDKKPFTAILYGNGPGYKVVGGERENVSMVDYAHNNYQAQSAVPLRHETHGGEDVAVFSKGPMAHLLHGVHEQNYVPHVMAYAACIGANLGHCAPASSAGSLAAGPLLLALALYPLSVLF
TNAP inh noacc: inhibitors of human TNAP without phosphate acceptor. P05186. purified TNAP, CDP-star luminescence, 30 min. inhibition, % at 20 µM. 0.26% of 200,000 active;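 active = tissue-nonspecific alkaline phosphatase inhibition above about 50% at 20 µM in the single-dose screen, limit read from the data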;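 also: 0% = DMSO negative control and 100% = EDTA positive control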
bIAP inhibitor: intestinal alkaline phosphatase (bovine) inhibition; purified bovine IAP, CDP-star luminescence, 30 min; inhibition, % at 20 µM; 190,000 tested, under 10 active;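 active = over 50% inhibition of intestinal alkaline phosphatase at 20 µM in the single-dose screen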
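test system = bovine IAP enzyme | medium = DEA buffer 100 mM, pH 9.8, with MgCl2 1.0 mM, ZnCl2 0.02 mM | detection = luminescence | dosing = single compound dose of 20 µM, 2% DMSO final | incubation = 30 min reaction at room temperature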
RAM network inh: yeast RAM network inhibition; S. cerevisiae dse1pr::URA3 reporter, 5-FOA growth OD615, 2 d; analog-sensitive cbk1-as2 kinase mutant strain; 1.8% of 190,000 active; inhibition, % at 50 µM;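 active = inhibition above a set limit, 3 SD over mean compound inhibition, cut at about 8.4% in these data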;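 also: 0% = DMSO-only wells with no growth and 100% = 10 µM 1-NA-PP1 full growth; inhibition rescues growth on 5-FOA so higher OD means more RAM inhibition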
Lmaj promast: inhibitors of Leishmania major promastigote growth | 9% of 200,000 active | AID 1063 | Leishmania major promastigotes, resazurin fluorescence viability | inhibition, % at 10 µM; in the data active = inhibition above about 50%;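 also: promastigotes grown with compound for 44 hours at 28 °C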
TNAP act hiacc: activators of human TNAP at high phosphate acceptor concentration; purified TNAP, CDP-star luminescence, 1 M DEA, 30 min; stronger effect = higher value; 0 = EDTA background, 1 = DMSO-only activity; activation factor at 20 µM; 200,000 tested, under 10 active; AID 1136;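 active = activation factor at least 2 at 20 µM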
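Control set: EDTA negative control, DMSO positive control / Assay system: human TNAP / Quantity: TNAP 1/800 final / Evaluation: TNAP activation factor scaled between EDTA and DMSO control wells / Measured by: luminescent substrate turnover signal / Compound dosing: one dose, 20 µM / Times: 30 min enzyme reaction at room temperature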
FLuc inhib CS: Photinus pyralis luciferase inhibition counter-screen | 1.5% of 200,000 active | inhibition, % at 10 µM | ATPLite firefly luciferase biochemical luminescence, 10 min | P08659;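 active = inhibition above about 50% when tested at 10 µM, limit read from the data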
bIAP act: increases bovine intestinal alkaline phosphatase activity. purified bovine IAP, CDP-star luminescence, 30 min; stronger effect = higher value; fold of DMSO-control signal, blank-subtracted. activation factor at 20 µM. 0.17% of 200,000 active;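 active = activation factor of 2 or more at 20 µM, a signal rise over negative controls twice the positive control's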
APP transl inh: APP translation inhibition; SH-SY5Y APP 5'UTR-luciferase reporter, luminescence; inhibition, % at 2 µM; 0.82% of 190,000 active;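 active = inhibition above a set limit, derived from the sample mean plus 3 SD, cut at about 45% in these data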; also: values of inactives mirror those of a sister screen read the other way
Numbers without * were called inactive; x = not tested or not shown.

The first four compounds, ahead of the listing:
SMILES | FLuc act counter | TNAP inh hiacc | TNAP inh noacc | bIAP inhibitor | RAM network inh | Lmaj promast | TNAP act hiacc | FLuc inhib CS | bIAP act | APP transl inh
CC1=CCC(C(=O)O)C(C(=O)Nc2cccnc2)C1 (stereo not given) | 1 | -8 | -14 | 4 | 1.7 | -6 | 1.1 | -4 | 1 | -3
Cc1cc(C(=O)N2CCN(S(=O)(=O)c3ccccc3F)CC2)c(C)o1 | 1 | -5 | -16 | -9 | -0.4 | 6 | 1.1 | -3 | 1.1 | 20
Cc1ccc(C2NC(=O)c3sc(=S)n(-c4ccccc4)c3N2)cc1 (stereo not given) | 1 | -3 | -6 | -9 | 6.7 | 4 | 1 | -4 | 1.1 | 4
Cc1ccccc1COC(=O)c1nn(-c2ccccc2)nc1N | 1 | 2 | -4 | 26 | 9.4* | 12 | 1 | -3 | 0.7 | 20

The whole of this part, from the start:
SMILES | FLuc act counter | TNAP inh hiacc | TNAP inh noacc | bIAP inhibitor | RAM network inh | Lmaj promast | TNAP act hiacc | FLuc inhib CS | bIAP act | APP transl inh
CC1=CCC(C(=O)O)C(C(=O)Nc2cccnc2)C1 (stereo not given) | 1 | -8 | -14 | 4 | 1.7 | -6 | 1.1 | -4 | 1 | -3
Cc1cc(C(=O)N2CCN(S(=O)(=O)c3ccccc3F)CC2)c(C)o1 | 1 | -5 | -16 | -9 | -0.4 | 6 | 1.1 | -3 | 1.1 | 20
Cc1ccc(C2NC(=O)c3sc(=S)n(-c4ccccc4)c3N2)cc1 (stereo not given) | 1 | -3 | -6 | -9 | 6.7 | 4 | 1 | -4 | 1.1 | 4
Cc1ccccc1COC(=O)c1nn(-c2ccccc2)nc1N | 1 | 2 | -4 | 26 | 9.4* | 12 | 1 | -3 | 0.7 | 20
CCOc1ccccc1C1C2=C(COC2=O)Nc2cc3c(cc21)OCO3 (stereo not given) | 1.1 | -8 | -13 | 16 | 5.0 | 21 | 1.1 | -8 | 0.8 | 96*
COc1cc2c(cc1OC)C(c1ccc(C)o1)CC(=O)N2 (stereo not given) | 1.1 | -5 | -12 | 14 | 0.5 | -6 | 1 | -6 | 0.9 | -6
Cc1ccccc1OCCn1nc(C(=O)O)c2ccccc2c1=O | 1.1 | -10 | -8 | 10 | 0.7 | -6 | 1.1 | -9 | 0.9 | -8
Cc1ccc(C(c2c(O)nc3n(c2=O)CCS3)c2c(O)nc3n(c2=O)CCS3)cc1 | 1 | -2 | -11 | 20 | 0.4 | -7 | 1 | -5 | 0.8 | 4
COc1ccc(Cc2nc(-c3cccs3)no2)cc1OC | 1.1 | -5 | 26 | 4 | 2.4 | -1 | 1.1 | -8 | 1 | -18
O=C1CC(N2CCN(c3ccc(F)cc3)CC2)C(=O)N1Cc1cccs1 (stereo not given) | 1 | -3 | -11 | -5 | 1.9 | 1 | 1 | -4 | 1 | -24
Cc1ccc(N(C)C(=O)N2CCN(S(=O)(=O)c3ccc(C)cc3)CC2)cc1 | 1.1 | -4 | -12 | -8 | -1.4 | 1 | 1 | -8 | 1.1 | x
CCn1nc(C)cc1C(=O)N1CCCC(C(=O)c2cccc(OC)c2)C1 (stereo not given) | 0.9 | 4 | -1 | -8 | 3.4 | -8 | 1 | 6 | 1.1 | 16
Cn1c(COc2ccccc2)nnc1SCCC(=O)Nc1ccccc1 | 1.2 | -8 | -6 | 6 | 0.5 | -2 | 1.1 | -23 | 0.9 | -3
CCc1nnc(NC(=O)CSc2nnc(-c3ccccc3O)o2)s1 | 1 | -4 | -18 | -3 | 5.6 | -9 | 1 | 2 | 1 | -16
O=C(Cn1c(=O)c2c(ncn2C2CCCC2)n(Cc2ccccc2)c1=O)N1CCc2ccccc21 | 1.1 | -2 | 5 | -3 | 4.7 | 45 | 1 | -6 | 1 | -6
N#Cc1cc2c([nH]c1=S)CCCCCC2 | 0.9 | -3 | -3 | 14 | 1.7 | -1 | 1 | 6 | 0.9 | -1
O=C(NC1(C(F)(F)F)NC(=O)N(c2ccc(F)cc2)C1=O)c1ccncc1 (stereo not given) | 1 | 2 | -1 | 8 | -1.3 | -3 | 1 | 3 | 0.9 | -6
CC(C)(C)OCC(NC(=O)C(CC(N)=O)NC(=O)OC(C)(C)C)C(=O)OC(C)(C)C (stereo not given) | 1 | 0 | -11 | 0 | -0.6 | -6 | 1 | -4 | 1 | -7
Cc1ccc(S(=O)(=O)N2CCOCC2)c(C)c1NS(C)(=O)=O | 1.1 | -4 | -14 | 12 | 0.5 | 45 | 1 | -5 | 0.9 | 2
CCc1nc2sc3c(=O)n(N)cnc3c2c2c1COC(C)(C)C2 | 1.1 | 1 | 4 | -1 | 3.7 | 13 | 1 | -6 | 1 | -9
Cc1cc(N2CCCC2=O)cc(C)c1S(=O)(=O)NCCOc1ccccc1 | 1.1 | -6 | -14 | 6 | 1.2 | 6 | 1.1 | -6 | 0.9 | 15
COc1ccccc1C(=O)NCC(=O)OCC(=O)c1ccc2c(c1)-c1ccccc1C2 | 1.1 | 1 | 14 | 11 | 5.1 | -4 | 1 | -14 | 0.9 | 9
Cc1onc(-c2c(Cl)cccc2Cl)c1C(=O)NCCN1CCOCC1 | 1.1 | -1 | -7 | 1 | 3.0 | 11 | 1 | -7 | 1 | -4
COc1cc2nc(CN(C)Cc3ccc(F)cc3)[nH]c(=O)c2cc1OC | 1 | -2 | -18 | -31 | 0.5 | 9 | 1 | -5 | 1.3 | -10
Cc1cc(C)c(S(=O)(=O)NCC(=O)NCc2ccco2)c(C)c1 | 1 | -1 | -10 | 0 | -1.3 | 3 | 1 | -5 | 1 | -6
COc1ccc(/C=C2\SC(=S)N(C(Cc3ccccc3)C(=O)O)C2=O)cc1 (stereo not given) | 1 | 7 | 1 | 1 | 34* | 1 | 0.9 | -1 | 1 | 9
NC(=O)CSc1nc2ccccc2n1Cc1ccccc1 | 1.1 | 0 | -14 | 12 | 3.0 | -2 | 1 | -5 | 0.9 | 14
CCOC(=O)C1CCN(S(=O)(=O)c2cccc(-c3csc(C)n3)c2)CC1 | 1.1 | -2 | -8 | 9 | 2.5 | -2 | 1 | -6 | 0.9 | -14
CCOC(=O)C1=C(CSc2nccn2C)NC(=O)NC1c1cc(C)ccc1C (stereo not given) | 1.1 | -11 | -13 | 11 | 2.1 | -2 | 1.1 | -7 | 0.9 | 4
O=C(CNc1ccc2ccccc2c1)N/N=C/c1ccc(C(=O)O)cc1 | 1 | -3 | -5 | -14 | 5.1 | -9 | 1 | 3 | 1.1 | -8
O=C(CCc1ccccc1)n1nc(-c2ccco2)nc1SCc1ccccc1 | 1 | -10 | -9 | 15 | 7.6 | -3 | 1.1 | -2 | 0.8 | -4
O=C(Nc1cnc2ccccc2c1)c1ccncc1 | 0.9 | -1 | -7 | 8 | 0.7 | -5 | 1 | 10 | 0.9 | -133
COc1cccc(C2CC(c3cccs3)=NN2S(C)(=O)=O)c1OC (stereo not given) | 1 | -5 | -13 | 3 | 0.8 | -4 | 1.1 | -3 | 1 | 12
Cc1cc(NC(=O)CSc2nncn2-c2ccccc2)no1 | 1.1 | -3 | -14 | 4 | -0.8 | 7 | 1 | -5 | 1 | 2
COc1cc(C(=O)N/N=C/c2sc(N3CCOCC3)nc2-c2ccccc2)cc(OC)c1OC | 1.1 | -7 | -30 | -3 | 0.9 | 9 | 1.1 | -8 | 1 | 17
N#C/C(=C/c1ccc(O)c([N+](=O)[O-])c1)C(=O)Nc1ccccc1 | 0.7 | 9 | 15 | -7 | 0.9 | 4 | 0.9 | 33 | 1.1 | 0
COc1ccc(C2N(S(=O)(=O)c3ccccc3)CCN2S(=O)(=O)c2ccc(C)cc2)cc1 (stereo not given) | 1 | 1 | -12 | 17 | 5.0 | 100* | 1 | -4 | 0.8 | x
Cc1cccc(N2C(=O)CN(Cc3sccc3C)C2=S)c1 | 1 | -1 | -8 | -6 | 1.1 | 22 | 1 | -2 | 1.1 | -5
Cc1onc(-c2ccccc2)c1C(=O)N1CCCSC1=Nc1ccccc1 | 1 | -4 | -9 | 3 | 3.0 | 4 | 1 | -3 | 1 | -6
CCN(CC)c1ccc(C=C(c2nnnn2-c2ccc(C)cc2)c2nnnn2-c2ccc(C)cc2)cc1 | 1 | 11 | 3 | 8 | 7.2 | 42 | 0.9 | 0 | 0.9 | -3
COc1ccc(C)cc1NC(=O)C(=O)NCc1ccncc1 | 1 | -6 | -9 | 9 | 0.5 | -2 | 1.1 | -4 | 0.9 | -11
O=C(CSCc1ccc(Cl)cc1)Nc1ccccc1O | 1.1 | -3 | -5 | 6 | 0.0 | -5 | 1 | -7 | 0.9 | -4
O=C1Nc2ccccc2N(O)N1c1cc(-c2ccc(Cl)cc2)[nH]n1 | 0.7 | -2 | 63* | -5 | 2.8 | 1 | 1 | 31 | 1 | -15
COCn1c(COc2ccccc2)nc2ccccc21 | 0.9 | -9 | -17 | 15 | 1.7 | 2 | 1.1 | 13 | 0.9 | -111
Cc1ccc(C(=O)/C=C/Nc2ccc(S(=O)(=O)Nc3onc(C)c3C)cc2)cc1 | 0.9 | 2 | -12 | 2 | 11* | -7 | 1 | 14 | 1 | -1
O=C(Cn1cnc([N+](=O)[O-])n1)NCc1ccccc1 | 1 | -3 | -9 | 5 | 1.7 | 26 | 1 | -1 | 1 | -30
Cn1c(=O)[nH]c(=O)c2c1nc(NC1CCCCC1)n2Cc1ccccc1 | 1.1 | -8 | -22 | 8 | -0.7 | -5 | 1.1 | -5 | 0.9 | -9
O=C(CN1CCOCC1)N/N=C/c1ccc(C(=O)O)cc1 | 1 | -3 | -10 | 3 | -1.2 | -2 | 1 | -4 | 1 | -36
CS(=O)(=O)c1nc2ccccc2n1Cc1ccccc1 | 1 | 0 | -8 | 10 | 0.7 | -3 | 1 | -5 | 0.9 | -4
O=C(N1CCC(O)(c2cccnc2)CC1)C12CC3CC(CC(C3)C1)C2 | 1 | -1 | -3 | -4 | 0.0 | 1 | 1 | 1 | 1 | -4

(continued)
SMILES | FLuc act counter | TNAP inh hiacc | TNAP inh noacc | bIAP inhibitor | RAM network inh | Lmaj promast | TNAP act hiacc | FLuc inhib CS | bIAP act | APP transl inh
O=C(CCN(CCO)Cc1ccccc1)Nc1ccc(Br)cc1 | 1.1 | -5 | -11 | 0 | 0.8 | 19 | 1 | -7 | 1 | 5
COC(=O)c1coc(-c2ccc(OC)cc2)c1C(=O)OC | 0.9 | 0 | -11 | 14 | 1.4 | 5 | 1 | 6 | 0.9 | 13
CC(C)C(C(=O)O)N1CCS(=O)(=O)CC1 (stereo not given) | 1 | -4 | -12 | -14 | 1.0 | -7 | 1 | -4 | 1.1 | 8
Cc1cccnc1NC(=O)CSc1nnc(COc2ccc(C(C)C)cc2)n1C | 1 | -2 | -10 | 44 | 2.6 | 0 | 1 | 0 | 0.6 | -1
COC(=O)c1nn(C23CC4CC(CC(C4)C2)C3)c2c1C(=O)N(c1ccc(Br)cc1)C2=O | 1.1 | -9 | 1 | 3 | 2.7 | -1 | 1.1 | -6 | 1 | -3
CCOc1ccc(C(=O)NCC2(c3ccccc3)CCOCC2)cc1 | 1 | -6 | -11 | -1 | 0.4 | -10 | 1.1 | 2 | 1 | -17
